CCHFV vOTU inh = CCHFV vOTU protease inhibitors, primary screen, biochemical, Pep-AMC substrate, fluorescence; 370,000 tested, 0.55% active; Crimean-Congo hemorrhagic fever virus L polyprotein viral ovarian tumor (vOTU) protease …; inhibition, % at 11.5 µM; in the data active = inhibition above about 30%; note: 0% = vehicle wells with enzyme and 100% = no enzyme wells
TcdB GH inh = TcdB glycohydrolase inhibitors, primary screen, biochemical, single point, plate reader | 350,000 tested, 0.24% active | Toxin B (Clostridioides difficile), P18177 | AID 652162, 2013 | TcdB glycohydrolase enzymatic assay | inhibition, % at 9.99 µM; in the data active = inhibition above about 10%
Target sequence (P18177 whole entry, looked up): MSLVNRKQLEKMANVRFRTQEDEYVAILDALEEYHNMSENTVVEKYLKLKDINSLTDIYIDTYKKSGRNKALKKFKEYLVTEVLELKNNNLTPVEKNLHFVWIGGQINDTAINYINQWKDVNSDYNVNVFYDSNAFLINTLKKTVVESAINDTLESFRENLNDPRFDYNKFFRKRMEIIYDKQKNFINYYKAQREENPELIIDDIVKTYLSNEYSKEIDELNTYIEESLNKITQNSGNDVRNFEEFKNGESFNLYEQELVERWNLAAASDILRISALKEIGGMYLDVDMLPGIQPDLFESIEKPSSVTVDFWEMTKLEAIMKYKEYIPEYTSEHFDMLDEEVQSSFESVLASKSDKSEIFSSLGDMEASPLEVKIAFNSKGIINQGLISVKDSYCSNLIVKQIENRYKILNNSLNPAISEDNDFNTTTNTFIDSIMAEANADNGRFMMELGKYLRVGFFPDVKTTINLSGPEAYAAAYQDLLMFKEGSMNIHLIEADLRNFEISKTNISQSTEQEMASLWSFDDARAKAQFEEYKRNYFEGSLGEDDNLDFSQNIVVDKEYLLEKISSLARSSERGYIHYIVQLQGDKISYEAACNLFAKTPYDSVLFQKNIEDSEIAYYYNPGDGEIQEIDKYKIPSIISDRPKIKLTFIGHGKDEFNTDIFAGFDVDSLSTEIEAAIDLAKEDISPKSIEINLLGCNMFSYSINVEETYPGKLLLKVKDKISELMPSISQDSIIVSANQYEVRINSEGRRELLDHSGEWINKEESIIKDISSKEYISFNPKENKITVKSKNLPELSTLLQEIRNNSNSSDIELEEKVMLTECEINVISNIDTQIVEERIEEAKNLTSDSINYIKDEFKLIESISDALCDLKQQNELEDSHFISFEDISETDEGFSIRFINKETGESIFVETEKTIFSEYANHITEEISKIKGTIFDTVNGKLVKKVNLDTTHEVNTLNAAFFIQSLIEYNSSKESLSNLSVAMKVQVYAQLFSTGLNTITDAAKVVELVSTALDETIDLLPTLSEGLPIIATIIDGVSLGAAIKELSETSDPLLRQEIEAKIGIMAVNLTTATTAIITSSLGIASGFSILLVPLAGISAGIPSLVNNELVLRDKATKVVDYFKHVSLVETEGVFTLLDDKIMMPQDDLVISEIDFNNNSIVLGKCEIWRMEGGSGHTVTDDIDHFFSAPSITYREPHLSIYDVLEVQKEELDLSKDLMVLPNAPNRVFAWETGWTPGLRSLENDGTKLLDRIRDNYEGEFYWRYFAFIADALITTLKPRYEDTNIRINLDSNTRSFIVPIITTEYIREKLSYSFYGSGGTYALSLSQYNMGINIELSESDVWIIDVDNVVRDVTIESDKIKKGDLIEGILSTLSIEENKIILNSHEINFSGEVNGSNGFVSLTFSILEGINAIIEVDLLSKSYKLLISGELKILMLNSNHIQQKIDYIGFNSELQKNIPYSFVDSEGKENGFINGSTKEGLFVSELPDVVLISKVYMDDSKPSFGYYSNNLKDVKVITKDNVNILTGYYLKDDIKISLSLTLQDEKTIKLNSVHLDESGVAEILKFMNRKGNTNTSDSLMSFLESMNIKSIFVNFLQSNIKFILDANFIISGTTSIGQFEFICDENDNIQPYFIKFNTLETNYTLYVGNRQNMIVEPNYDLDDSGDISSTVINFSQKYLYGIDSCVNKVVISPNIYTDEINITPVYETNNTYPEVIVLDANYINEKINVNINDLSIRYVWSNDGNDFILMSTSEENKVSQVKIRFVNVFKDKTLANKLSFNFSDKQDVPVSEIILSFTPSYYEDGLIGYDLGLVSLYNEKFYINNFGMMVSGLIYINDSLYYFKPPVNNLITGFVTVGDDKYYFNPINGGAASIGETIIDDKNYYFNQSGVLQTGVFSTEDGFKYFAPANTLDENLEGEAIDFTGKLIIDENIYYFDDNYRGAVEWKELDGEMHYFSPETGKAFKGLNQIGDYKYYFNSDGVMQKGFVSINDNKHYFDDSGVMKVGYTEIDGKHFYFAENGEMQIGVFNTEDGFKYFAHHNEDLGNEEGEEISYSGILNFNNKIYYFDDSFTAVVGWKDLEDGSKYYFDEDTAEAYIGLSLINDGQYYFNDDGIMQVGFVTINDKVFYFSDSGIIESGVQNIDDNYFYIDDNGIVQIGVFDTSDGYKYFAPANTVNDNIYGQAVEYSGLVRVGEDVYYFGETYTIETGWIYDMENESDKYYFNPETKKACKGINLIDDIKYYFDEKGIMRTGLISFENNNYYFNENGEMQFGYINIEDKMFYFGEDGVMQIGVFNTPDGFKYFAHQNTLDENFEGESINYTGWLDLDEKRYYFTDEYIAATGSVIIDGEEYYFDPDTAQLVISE
PfHsp40 yeast = rescue of yeast from PfHsp40 toxicity, primary screen, S. cerevisiae, ATP luminescence; growth rescue, % at 12.5 µM; 340,000 tested, 0.68% active; S. cerevisiae expressing PfHsp40, growth rescue; in the data active = growth rescue above about 28%, passing the limit was not always enough; inconclusive = no clear call, values can overlap the other calls;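 note: yeast W303a lacking pdr1 and pdr3 grown in galactose medium; growth measured after three days at 30 °C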
Y pestis TopoI = Yersinia pestis topoisomerase I inhibitors, primary screen, biochemical, cleavage product accumulation, plate reader, single point. DNA topoisomerase I (Yersinia pestis CO92). Y. pestis Topo-I cleavage product accumulation. activity, % at 10 µM. 360,000 tested, 0.064% active; in the data active = activity above about 50%, passing the limit was not always enough; inconclusive = no clear call, values can overlap the other calls; note: inactives centre near 2
Anthrax LF inh2 = Bacillus anthracis LF protease inhibitors, primary screen, biochemical, multiplex microsphere, MLPCN library. Lethal factor (Bacillus anthracis), P15917. multiplex microsphere protease cleavage assay. inhibition, % at 10 µM. 360,000 tested, 0.12% active. AID 588501, 2011; note: plate controls were buffer without enzyme for full effect and enzyme alone for no effect
PrPC surface inh = inhibitors of human cell surface prion protein PrPC, primary screen, cell-based, TR-FRET; 370,000 tested, 0.43% active; TR-FRET read-out; inhibition, % at 13.8 µM; AID 720596, 2013; in the data active = inhibition above about 24%; note: 0% = median of the test wells and 100% = reference compound wells
BoNT-A LC inh2 = BoNT/A light chain protease inhibitors, primary screen, biochemical, flow cytometry, MLPCN library. AID 588499, 2011. inhibition, % at 10 µM. Botulinum neurotoxin type A light chain protease (Clostridium botulinum A str. ATCC 3502). 360,000 tested, 0.17% active. multiplex microsphere protease substrate cleavage; note: plate controls were buffer without enzyme for full effect and enzyme alone for no effect
BoNT F protease = BoNT/F light chain protease inhibitors, primary screen, biochemical, flow cytometry, MLPCN library; 360,000 tested, 0.22% active; Botulinum neurotoxin type F light chain protease (Clostridium botulinum); Multiplex microsphere protease cleavage assay; inhibition, % at 10 µM; in the data active = inhibition above about 35%, passing the limit was not always enough; inconclusive = no clear call, values can overlap the other calls; note: plate controls were buffer without enzyme for full effect and enzyme alone for no effect
FadD28 FP inh = inhibitors of FadD28 bisubstrate probe binding, primary screen, biochemical, fluorescence polarization, single point; 360,000 tested, 0.22% active; inhibition, % at 12.5 µM; Mycobacterium tuberculosis FadD28 fatty-acid-AMP ligase; in the data active = inhibition above about 8.5%, passing the limit was not always enough; inconclusive = no clear call, values can overlap the other calls
An asterisk follows results filed as active; ? = inconclusive; · = not tested or not shown. Cut-off read from the data, not from the text of the source, unless noted: active = inhibition above about 30%; inconclusive = no clear call, values can overlap the other calls; inactive = below that.

SMILES	CCHFV vOTU inh	TcdB GH inh	PfHsp40 yeast	Y pestis TopoI	Anthrax LF inh2	PrPC surface inh	BoNT-A LC inh2	BoNT F protease	FadD28 FP inh
NC(=O)c1nsc(C(=O)N(Cc2cccnc2)C(C(=O)NC2CCCC2)c2ccc(F)cc2)c1N (stereo not given)	6	-8.2	-2.0	-4	2	-1	1.3	6	-2.8
CN1CCN(CCCNC(=O)c2nnc(Cc3c(F)cccc3Cl)o2)CC1	-16	0.4	0.2	0	-9	-8	9.7	9	-1.9
COc1cc(C2C(N3C(=O)c4ccccc4C3=O)C(=O)N2c2ccc(C)c(C)c2)cc(OC)c1OC (stereo not given)	0	0.2	0.0	27	1	-5	-0.1	-3	-1.5
CCOc1ccc(S(=O)(=O)NCC2CCCO2)c2ccccc12 (stereo not given)	2	0.1	-1.1	5	5	-8	2.7	26	-1.0
CN(C)c1ccc(NC(=O)Cn2c(=O)n(Cc3ccccc3)c(=O)c3ccccc32)cc1	-4	·	-0.1	-1	-4	7	-0.9	-11	-1.0
COc1cc(/C=C/C(=O)OCC(=O)c2c(N)n(C)c(=O)n(C)c2=O)ccc1OC(F)F	-4	0.8	-0.2	5	0	5	-0.2	2	-1.1
CCOc1ccc(N(CC(=O)NCCc2ccc(C)cc2)S(=O)(=O)c2c(C)noc2C)cc1	8	1.4	-1.1	36	-1	-5	-0.8	2	-1.9
CC(C)C(OC(=O)c1nsc(Cl)c1Cl)C(=O)NC1CCCCC1 (stereo not given)	-4	-1.3	-1.1	-6	1	0	2.5	8	-1.6
CCC(=O)Nc1cccc(-c2ccc(N3CCCCC3)nn2)c1	7	-1.2	1.0	3	-3	-9	1.5	6	-1.2
Cc1nnc(SCC(=O)c2c(N)n(C3CC3)c(=O)[nH]c2=O)n1-c1ccccc1	-3	0.8	1.0	-5	7	-7	0.2	-1	-2.9
Cc1ccccc1C(=O)NCC(C)NC(=O)c1ccccc1C (stereo not given)	-3	1.1	-0.2	-5	0	1	-0.7	-8	-1.3
COc1cc(OC)c(OC)cc1CN1CCN(S(=O)(=O)c2ccc(F)cc2)CC1	14	·	-0.8	2	0	7	0.2	2	-0.5
COC(=O)[C@@]12CCCN1[C@H](c1ccc(-c3ccc(Cl)c(Cl)c3)c(OC)c1)[C@H]1C(=O)N(C)C(=O)[C@H]12	-2	0.5	1.7	31	11	-2	-0.9	-6	-3.9
CC(C(=O)N1CCc2ccccc21)n1cnc2c1c(=O)n(C)c(=O)n2C (stereo not given)	-2	-1.4	-0.2	2	3	3	0.1	-10	-1.4
CSc1ccc(S(=O)(=O)NCC(=O)OCC(=O)N(C)CC(=O)Nc2ccccc2Cl)cc1[N+](=O)[O-]	-4	0.9	2.4	-8	-1	-12	-1.0	-2	0.3
CC1c2cc3c(cc2CCN1C(=O)c1ccc(Cl)cc1)OCCCO3 (stereo not given)	16	0.6	4.7	22	-1	6	1.3	5	-0.7
CC1CCc2ccccc2N1C(=O)c1cccs1 (stereo not given)	-8	·	-1.0	4	8	-2	-0.5	-2	-5.5
Cc1sc2ncnc(OCC(=O)N3CCN(S(=O)(=O)c4ccccc4)CC3)c2c1C	9	·	0.7	19	1	-1	0.8	0	-1.0
CCN(CC)CCNC(=O)c1ccc(NC(=O)c2ccc(Cl)c(S(=O)(=O)N3CCCCCC3)c2)cc1	-12	1.7	-2.0	-28	1	-14	-0.1	0	-11
COc1ccc(NC(=O)c2cccc3c(Br)cccc23)cc1	9	2.8	0.3	-13	6	-23	0.8	0	0.0

As entered above:
CSc1ccc(S(=O)(=O)NCC(=O)OCC(=O)N(C)CC(=O)Nc2ccccc2Cl)cc1[N+](=O)[O-] | PfHsp40 yeast = 2.4
COC(=O)[C@@]12CCCN1[C@H](c1ccc(-c3ccc(Cl)c(Cl)c3)c(OC)c1)[C@H]1C(=O)N(C)C(=O)[C@H]12 | Y pestis TopoI = 31
CCC(=O)Nc1cccc(-c2ccc(N3CCCCC3)nn2)c1 | BoNT F protease = 6
NC(=O)c1nsc(C(=O)N(Cc2cccnc2)C(C(=O)NC2CCCC2)c2ccc(F)cc2)c1N (stereo not given) | CCHFV vOTU inh = 6

The listing continues:
SMILES	CCHFV vOTU inh	TcdB GH inh	PfHsp40 yeast	Y pestis TopoI	Anthrax LF inh2	PrPC surface inh	BoNT-A LC inh2	BoNT F protease	FadD28 FP inh
CC1=NN(Cc2c(C)nn(Cc3ccccc3)c2C)C(C)(C)C1	-5	-0.1	-0.4	-4	2	9	0.2	6	1.1
CN1CCN(C2CCCCCC2)CC1	2	·	-1.6	5	0	2	-0.9	0	0.4
COc1cccc(-c2cnc(C(O)c3ccc(C)c(F)c3)[nH]2)c1 (stereo not given)	·	·	·	0	-9	·	-1.8	-12	-1.6
CC(=O)NC(c1cccs1)c1cc([N+](=O)[O-])c2cccnc2c1O (stereo not given)	28	0.8	243*	-13	-3	-5	-2.5	-6	-0.5
C[C@@H]1CN([C@@H](C)CO)C(=O)c2cc(NS(=O)(=O)c3ccc(F)cc3)ccc2O[C@@H](C)CCCCO[C@H]1CN(C)C(=O)NC1CCCCC1	11	0.0	·	10	-6	6	0.2	4	-1.8
COc1ccc(-n2cc(-c3ccccc3)c3c(=O)[nH]cnc32)cc1	2	0.5	2.6	10	1	5	-0.9	-8	-1.8
O=C(COc1ccccc1)Nc1ccc2c(c1)nc1n2CCSC1	-5	·	1.0	-7	8	-2	3.4	9	0.2
CCC(C)NC(=O)CN(C)S(=O)(=O)c1ccc2c(c1)c(=O)n(C)c(=O)n2C (stereo not given)	1	1.5	-1.5	-9	-6	-4	-0.3	-3	1.1
Cc1cccc2nc(Cn3c(=O)n(CCC(=O)NCc4ccco4)c(=O)c4ccccc43)cc(=O)n12	16	-1.0	-0.9	10	0	5	0.8	-5	-2.7
CC1C(=O)N(Cc2ccccc2F)c2ccccc2N1C(=O)c1c(F)cccc1F (stereo not given)	16	0.6	-1.4	30	-15	11	-1.5	-19	-1.8
CC(NC(=O)CCSCCC(=O)NC(C)c1ccccc1)c1ccccc1 (stereo not given)	-16	·	-0.6	14	0	2	-1.0	-5	-0.7
O=C(COC(=O)c1ccc(O)cc1O)Nc1ccc2ccccc2c1	-1	-0.8	4.2	-9	-6	-1	0.9	-11	-5.7
CCC(=O)Nc1cccc(C(=O)c2ccccc2)c1	-4	0.0	-1.2	-4	4	7	0.9	-2	0.9
CCN(C(=O)COC(=O)CNC(=O)c1cccs1)c1c(N)n(Cc2ccccc2)c(=O)[nH]c1=O	3	3.0	0.0	1	-16	-3	-0.1	-1	-0.4
O=C(CSc1nc(-c2ccco2)cc(C(F)(F)F)n1)NC1CCCC1	-1	0.9	1.1	8	-11	0	-0.5	-12	-1.3
Cc1oc(-c2ccccc2Cl)nc1CN(C)C(C)c1ccon1 (stereo not given)	6	1.2	-0.8	4	-1	-2	-0.7	0	-1.1
COc1ccccc1OCCCOc1cccc(/C=C2\SC(=O)NC2=O)c1	18	0.1	-1.3	-20	1	2	2.0	-34	-3.3
CCOC(=O)c1ccc(-c2ccc3[nH]c4ccccc4c(=O)c3c2)cc1F	-2	1.1	-2.2	-1	4	1	1.0	1	-1.2
O=c1ccc2cc(O[C@@H]3O[C@@H](CO)[C@H](O)[C@@H](O)[C@@H]3O)c(O)cc2o1	-366	1.3	0.7	6	-17	-5	-5.8	-3	-0.4
Cc1ccc(NC(=O)CSC2=NCCN2)cc1	-5	·	1.3	-5	1	2	0.6	0	-0.9
Cc1nc2ccccn2c1-c1ccnn1S(=O)(=O)c1ccc(F)cc1	4	15*	0.4	19	6	16	?	?	-2.1
Cc1ccc(S(=O)(=O)NCc2ccncc2)cc1	-1	·	-1.0	-2	-7	10	0.0	-2	-0.2
NNC(=O)CC1NCCN(Cc2ccccc2)C1=O (stereo not given)	10	-0.4	-0.6	6	-1	6	0.2	-20	-1.3
COc1ccccc1CCNCc1cc2c(cc1[N+](=O)[O-])OCO2	12	·	1.1	0	-2	-23	-1.4	-28	-2.3
Cc1nnc(-c2ccccc2)o1	1	-0.4	-1.8	9	-1	9	-1.3	0	-0.3
O=C(CSc1nc(-c2cccs2)nc2ccccc12)NC1CCS(=O)(=O)C1 (stereo not given)	-7	1.5	-0.6	-1	-4	6	-0.4	0	-0.4
CC(=O)c1cccc(Nc2nc(-c3sc(C)nc3C)cs2)c1	2	-1.2	0.0	6	9	-13	-1.4	?	0.2
O=C(NNC(=S)NCCc1ccccc1)c1ccc(Br)s1	10	1.0	7.0	-8	-4	1	-0.7	3	2.2
S=C(SSC(=S)N1CCOCC1)N1CCOCC1	-11	-1.2	·	·	5	2	7.5	27	-1.5
COc1ccc(/C=C(/NC(=O)c2ccc([N+](=O)[O-])cc2)C(=O)NC(C)(C)C)cc1	-7	0.8	2.4	2	3	-10	0.5	-4	-2.0
O=C(NCCC1=CCCCC1)NC1CCCCC1	2	·	17	-5	-3	7	0.4	-3	-2.9
CC1Nc2ccc(C(=O)NC3CCCCC3)cc2NC1=O (stereo not given)	2	1.5	-0.9	2	5	-9	-3.2	7	-0.3
CCCCN(C)CCCNC(=O)CN1N=C(c2ccc(Cl)cc2)CCC1=O	11	-1.2	-0.2	-5	2	-10	1.6	27	-0.8
NC(=O)CC(NC(=O)Cc1cccc2ccccc12)c1ccc(NC2CCCCCCC2)c([N+](=O)[O-])c1 (stereo not given)	7	0.9	0.1	13	-6	2	0.2	1	1.1
CCOC(=O)CC1(C)c2nc(NC(C)=O)sc2Cc2sc(NC(C)=O)nc21	-178	0.1	·	·	-9	4	0.7	-6	1.0
O=C(Cc1ccc(F)cc1)OCC(=O)N1CCN(S(=O)(=O)c2ccc(Cl)cc2)CC1	-14	-1.4	-0.4	1	·	-6	·	·	-1.8
CCOc1ccccc1N(C(=O)CNC(=O)c1ccco1)C(C(=O)NC(C)(C)C)c1ccncc1 (stereo not given)	2	·	-0.7	-4	-2	0	-0.2	0	-1.4
CCOc1ccccc1Nc1nnc(SCC(=O)N2CCCC2)s1	-4	·	-0.4	9	-8	-7	-0.1	-2	-2.7
COc1ccc2c(c1)C(CC(C)=O)N(c1ccc(-c3cccnc3)cc1)C(c1ccsc1)=C2 (stereo not given)	-4	-0.5	·	·	-11	-11	1.9	2	·
c1ccc(N2CCOCCOCCOCCOCC2)cc1	-5	-8.4	1.5	-6	9	9	3.5	?	0.3
Cc1cc(C)cc(NC(=O)CN2CCN(C(=O)C3CCCO3)CC2)c1 (stereo not given)	-7	0.4	-1.1	-1	-3	3	-1.8	0	-2.4
CC(C)(C)C(CCl)C(=O)NN=C(c1ccccc1)c1ccccc1 (stereo not given)	-11	1.2	-0.6	1	-6	-2	-1.1	-7	0.4
Cc1cccc(N2CCN(Cc3oc(CO)cc(=O)c3O)CC2)c1C	16	·	0.5	2	-4	-1	-0.7	-20	-1.8
Cc1nc(-c2ccc(NS(C)(=O)=O)cc2)cs1	5	·	-1.4	-2	2	8	0.5	3	-1.4

Entries of single compounds as entered above. Screens in order: CCHFV vOTU inh | TcdB GH inh | PfHsp40 yeast | Y pestis TopoI | Anthrax LF inh2 | PrPC surface inh | BoNT-A LC inh2 | BoNT F protease | FadD28 FP inh
COc1cc(OC)c(OC)cc1CN1CCN(S(=O)(=O)c2ccc(F)cc2)CC1 is listed as 14 | · | -0.8 | 2 | 0 | 7 | 0.2 | 2 | -0.5
CN1CCN(C2CCCCCC2)CC1 is listed as 2 | · | -1.6 | 5 | 0 | 2 | -0.9 | 0 | 0.4
Cc1ccc(S(=O)(=O)NCc2ccncc2)cc1 is listed as -1 | · | -1.0 | -2 | -7 | 10 | 0.0 | -2 | -0.2
COc1ccccc1CCNCc1cc2c(cc1[N+](=O)[O-])OCO2 is listed as 12 | · | 1.1 | 0 | -2 | -23 | -1.4 | -28 | -2.3

Screening data (PubChem BioAssay)
